# Screens deposited in PubChem BioAssay by National Center for Advancing Translational Sciences (NCATS).
# PKM2 act – activators of human pyruvate kinase M2; purified PKM2, Kinase-Glo ATP luminescence, activation; response scale: 0% is enzyme alone, no compound; Potency, µM (doses to about 57.5 µM), for inactives: at the top dose activation, hits mostly activators; 260,000 compounds, 0.34% hits; AID 1631; also: potency is read from the fitted curve at half-maximal effect; % is scaled to controls: 0 for no effect and ±100 for the full control effect; nearly all actives have a fitted effect of over 55% in size
#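 ATP formation by purified human PK-M2, quantified via coupled luciferase luminescence after 1 h at room temperature with 0.1 mM ADP and 0.5 mM PEP final.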
# Eya2 inh – Eya2 (human) phosphatase inhibition; O00167; recombinant Eya2, OMFP fluorescence dephosphorylation (OMFP is methylfluorescein phosphate); Potency, µM (series often up to 76.9 µM), for the others: at the top dose activity, negative = inhibition, usual class: inhibitors; 330,000 compounds, 0.006% hits; AID 488837; also: potency is read from the fitted curve at half-maximal effect; % is scaled to controls: 0 for no effect and ±100 for the full control effect
#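 Eya2 (0.2 uM) preincubated 10 min at ambient with compound, then OMFP substrate added at 50 uM; 10 min reaction in 50 mM HEPES pH 7.5, 50 mM NaCl, 5 uM MgCl2, 0.05% BSA, 1 mM DTT. Fluorescence read at Ex 485/Em 525 nm.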
# S-ASM inh – blocks human secretory acid sphingomyelinase; placental ASM, HMU-PC fluorogenic substrate, 60 min; Potency, µM (top dose mostly 57.5 µM), for inactives: at the highest dose activity change, negative = inhibition, usual class: inhibitors; 340,000 compounds, 0.006% hits; AID 504937; also: potency is read from the fitted curve at half-maximal effect
#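 qHTS format. ASM enzyme prepared from human placenta hydrolyses the fluorogenic substrate HMU-PC0 (9 uM final) over 60 min at 37 °C after a 10 min compound preincubation.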
# MBNL1-CUG inh – inhibitors of human MBNL1 binding to CUG repeat RNA; Q9NR56; TR-FRET MBNL1-His/biotin-(CUG)12 binding, 665/545 ratio; Potency, µM (titrated, usually from 57.5 µM), for inactives: top-dose activity change, negative = inhibition, usual class: inhibitors; 280,000 compounds, 0.036% hits; AID 2675; active = well fitted inhibition curve with a large enough effect in the signal ratio, with a control signal flat, not every such curve was filed as active; inconclusive = small, poorly fitted or top-dose-only effect, or effect the other way, or a change in a side signal; inactive = no such curve, though single readings can be large or run the other way; the % refers to the signal ratio; also: potency is read from the fitted curve at half-maximal effect; % is scaled to controls: 0 for no effect and ±100 for the full control effect
#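 MBNL1-His + Biotin-(CUG)12, cpd titration 92 nM–58 uM; Tb anti-His Ab 0.055 ng/ul, SA-XL665 5 nM (final); 60 min RT; ratiometric 665/545 nm, Ex 340 nm; normalized to buffer and full-complex controls.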
# USP2a inh – inhibitors of human ubiquitin-specific protease USP2a. Potency, µM (series often up to 38.3 µM), for the others: at the top dose activity change, negative = inhibition, usual class: inhibitors. USP2 core, Ub-CHOP2 coupled fluorogenic reporter, 485/531. 330,000 compounds, 0.01% hits;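 also: potency is read from the fitted curve at half-maximal effect; plate controls were DMSO wells for no effect and full inhibition by NEM control for full effect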
#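 Deubiquitinase activity read as fluorescence (485/531 nm) after Ub-CHOP2 cleavage activates the enterokinase reporter on its substrate; USP2 core 10nM, Ub-CHOP2 and substrate 25nM each, 30min compound preincubation then 60min RT; data normalized to NEM, curves fitted.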
# Mito fusion act – inhibitors of mitochondrial division or activators of mitochondrial fusion; S. cerevisiae fusion-defective mutant growth rescue, CellTiterGlo 48 h; Potency, µM (highest dose often 46.1 µM), for inactives: at the top dose growth rescue (activation), actives largely listed as activators; 320,000 compounds, 0.23% hits;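 also: potency is read from the fitted curve at half-maximal effect; % of control where 0% means no effect; nearly all actives have a fitted effect of over 45% in size; temperature-sensitive fusion mutants such as fzo1-1 at 37 °C on non-fermentable ethanol glycerol medium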
#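 Growth-rescue viability read-out: after 48 h at the non-permissive 37C in glycerol/ethanol YPEG, yeast mitochondrial fusion mutants are measured by CellTiterGlo luminescence; compounds (23 nl pinned per well) restoring growth score as division inhibitors or fusion activators.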
# Menin MLL FP TR – menin-MLL binding inhibition, Texas Red mutant peptide | 270,000 compounds, 0.23% hits | Potency, µM (doses to about 61.6 µM), without a hit: top-dose FP activity change, negative = inhibition, actives largely listed as inhibitors | AID 1768 | Menin + Texas Red MLL mutant peptide, fluorescence polarization; active = well fitted inhibition curve with a large enough effect in the polarisation, with a control signal flat, not every such curve was filed as active; inconclusive = small, poorly fitted or top-dose-only effect, or effect the other way, or a change in a side signal; inactive = no such curve, though single readings can be large or run the other way; the % refers to the polarisation; also: potency is read from the fitted curve at half-maximal effect; % of control where 0% means no effect; many of its hits are not listed in these tables
# GALK inh – blocks human galactokinase activity | Potency, µM (titrated, usually from 57.5 µM), for the others: at the top dose activity change, negative = inhibition, actives largely listed as inhibitors | 270,000 compounds, 0.007% hits | Purified GALK, Kinase-Glo residual ATP luminescence; also: potency is read from the fitted curve at half-maximal effect; % is scaled to controls: 0 for no effect and ±100 for the full control effect
#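 5 nM enzyme, 35 uM ATP, 100 uM galactose, 20 mM HEPES pH8.0, 5 mM MgCl2; 1 h RT; residual ATP by Kinase-Glo Plus luminescence, qHTS format.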
# BCR signal inh – blocks chronic active B-cell receptor signaling. ABC-DLBCL IkBa-CBG/CBR reporter, luminescence ratio, 4 h. Potency, µM (doses to about 46.1 µM), inactives show at the highest dose ratio change, negative = lower green/red ratio, hits mostly inhibitors. 340,000 compounds, 0.05% hits. AID 493014; active = well fitted inhibition curve with a large enough effect in the signal ratio, with a control signal flat, not every such curve was filed as active; inconclusive = small, poorly fitted or top-dose-only effect, or effect the other way, or a change in a side signal; the % refers to the signal ratio;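 also: potency is read from the fitted curve at half-maximal effect; plate controls were basal doxycycline-induced cells for no effect and cells given 10 µM MG132 for full effect; MG132 reads +100%, hits lower the ratio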
#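 Compounds up to 46 uM were incubated four hours with TMD8 cells whose green CBG68 luciferase is fused to IkappaBalpha; red CBR luminescence normalised the signal, and concentration-effect curves were fitted to fusion, red and ratio data.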
# hERG WT inh – blocks the wildtype human KCNH2 potassium channel | Q12809 | U2OS, BacMam KCNH2, thallium flux FluxOr; active compounds read low | activity change, % at 1.84 µM | 340,000 compounds, 0.37% hits;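 active = maximum activity change below -70%; inconclusive = maximum activity change between -70% and -50%; inactive = maximum activity change above -50%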; also: % is scaled to controls: 0 for no effect and ±100 for the full control effect
# Target sequence (Q12809 whole entry, looked up): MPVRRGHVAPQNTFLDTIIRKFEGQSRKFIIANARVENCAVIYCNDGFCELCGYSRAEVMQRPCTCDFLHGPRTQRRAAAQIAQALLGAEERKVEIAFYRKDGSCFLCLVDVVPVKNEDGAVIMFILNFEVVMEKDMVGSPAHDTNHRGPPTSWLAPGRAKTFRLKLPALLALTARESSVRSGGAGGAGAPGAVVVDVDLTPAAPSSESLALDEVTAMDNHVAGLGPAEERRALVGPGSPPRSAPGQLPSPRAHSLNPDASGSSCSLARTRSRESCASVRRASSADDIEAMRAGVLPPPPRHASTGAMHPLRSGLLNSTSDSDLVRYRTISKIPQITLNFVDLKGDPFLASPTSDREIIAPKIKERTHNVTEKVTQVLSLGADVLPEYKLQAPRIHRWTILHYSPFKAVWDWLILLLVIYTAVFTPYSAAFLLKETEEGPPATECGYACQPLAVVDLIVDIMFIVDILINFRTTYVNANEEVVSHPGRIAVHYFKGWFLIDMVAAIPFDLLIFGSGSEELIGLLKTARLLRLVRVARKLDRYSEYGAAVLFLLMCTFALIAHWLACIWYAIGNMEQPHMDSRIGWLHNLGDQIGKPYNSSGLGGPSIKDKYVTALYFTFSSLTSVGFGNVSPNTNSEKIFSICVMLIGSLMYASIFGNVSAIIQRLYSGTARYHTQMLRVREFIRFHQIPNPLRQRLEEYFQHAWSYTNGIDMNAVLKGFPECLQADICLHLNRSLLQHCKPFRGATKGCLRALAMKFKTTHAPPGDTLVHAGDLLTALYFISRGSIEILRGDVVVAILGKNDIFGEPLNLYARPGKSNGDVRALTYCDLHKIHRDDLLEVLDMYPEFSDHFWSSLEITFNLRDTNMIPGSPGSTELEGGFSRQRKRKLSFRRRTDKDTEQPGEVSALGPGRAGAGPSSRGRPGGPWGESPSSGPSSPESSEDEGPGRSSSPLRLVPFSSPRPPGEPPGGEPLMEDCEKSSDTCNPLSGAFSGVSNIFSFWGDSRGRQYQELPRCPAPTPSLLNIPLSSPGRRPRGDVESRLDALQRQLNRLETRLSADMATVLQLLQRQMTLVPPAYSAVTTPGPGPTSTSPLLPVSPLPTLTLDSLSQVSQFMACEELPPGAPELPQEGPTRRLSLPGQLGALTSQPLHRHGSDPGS
#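 U2OS cells transduced with wild-type KCNH2 virus are loaded with FluxOr dye for 45 min, and thallium flux is measured in kinetic reads before and after stimulation buffer. Rate constants are normalized to DMSO controls.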
# TSHR antag – blocks TSH signaling through the human TSH receptor | P16473 | TSHR-expressing cells, TSH-stimulated cAMP HTRF, 2 h; active compounds read low | activity change, negative = inhibition, % at 11.5 µM | 330,000 compounds, 0.2% hits;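 active = activity change below a set negative limit, meaning inhibition stronger than a set level, cut at about -70% in these data; inconclusive = activity change between two set negative limits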; also: % is scaled to controls: 0 for no effect and ±100 for the full control effect
#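 Inhibition of cAMP made by TSHR-expressing cells under TSH stimulation (4nM final, EC80; 2 h, 37 deg C) is quantified with a one-step lysis HTRF kit, anti-cAMP cryptate versus cAMP-d2.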
# * = called active by the depositor; ? = inconclusive; / = no result given; & = joins results of further samples; [ ] = dose if it differs, or a comment. Unless noted, calls follow the shape of the dose curve; as a rule, active = well fitted curve in the direction sought with a large enough effect; inconclusive = small, poorly fitted or top-dose-only effect, or another doubt; inactive = no such curve, though single readings can be large; an effect the other way counts as inactive or inconclusive. A portion of the library; the hit share may differ from the screen's.
smiles	GALK inh	BCR signal inh	TSHR antag	Mito fusion act	S-ASM inh	PKM2 act	MBNL1-CUG inh	USP2a inh	hERG WT inh	Eya2 inh	Menin MLL FP TR
COc1ccccc1Nc1cc(N2CCOCC2)c2nonc2c1[N+](=O)[O-]	9%	5%	-1	-2%	-1%	7%	2%	2%	-38	-3%	8%
COc1cc(NS(=O)(=O)c2ccc(NC(=O)COc3cccc(C)c3)cc2)nc(OC)n1	-4%	12%	-11	6%	13%	-1%	0%	-2%	-1	1%	0%
CCCOc1ccc(C(=O)NNC(=S)NC(=O)CC)cc1	/	-8%	0	-28%	-3%	-1%	-2%	1%	2	9%	12%
CCS(=O)(=O)N1Cc2ccccc2CC1C(=O)Nc1nc(C)cs1 (stereo unspecified)	-8%	?	7	6%	5%	14%	-5%	2%	7	16%	17%
COc1ccc(OCC(=O)OC(C)CN2CCCCC2)cc1 (stereo unspecified)	-2%	-2%	19	-1%	-3%	-3%	-10%	1%	-12	5%	9%
O=C(CC1C[C@H](C(=O)N2CCOCC2)[C@@]2(CCC3CCCC3)c3[nH]c4ccccc4c3CCN2C1=O)NCCCn1ccnc1 (stereo partly specified)	/	-1%	-5	/	7%	/	/	-1%	-9	-2%	/
CCOC(=O)C1CCCN(C(=O)c2cc(S(=O)(=O)N(C)C)ccc2N2CCCC2)C1 (stereo unspecified)	/	0%	/	1%	6%	/	/	0%	-2	-14%	/
O=C(NC1CCCC1)c1c(O)nc2sccn2c1=O	/	?	-2	11%	4%	/	/	3%	-5	4%	/
NC(=O)c1ccc(-c2ccccc2F)cc1	0%	?	-2	1%	0%	-4%	1%	0%	2	7%	/
O=C(COC(=O)c1ccccc1Sc1ccc(C(F)(F)F)cc1[N+](=O)[O-])NC(=O)NC1CCCC1	0%	7%	12	2%	-3%	-4%	-8%	3%	-5	3%	6%
Cc1ccc(NC(=O)CCc2c(C)nn(-c3ccc(N4CCOCC4)nn3)c2C)cc1	0%	9%	-4	-4%	-1%	7%	8%	-1%	1	-1%	3%
O=C(/C=N/NC(=O)c1ccccc1Br)c1ccccc1	2%	?	9	2%	-4%	-5%	?	0%	-1	-25%	-8%
CC(NC(=O)Nc1cccc(F)c1)c1ccc2c(c1)OCO2 (stereo unspecified)	4%	0%	3	0%	-3%	7%	-6%	-2%	17	-2%	37%[activator]
CCc1ccc(NC(=O)CCc2nnc3ccc(N4CCCC4)nn23)cc1	-8%	2%	17	1%	1%	/	1%	3%	22	-2%	/
O=C1CCCC(O)=C1N=Nc1ccc(S(=O)(=O)N2CCOCC2)cc1	-2%	-1%	-5	2%	-7%	3%	?	1%	-3	1%	/
COC(=O)c1ccc(/C=C/c2c(-c3ccsc3)oc3ccc(N4CCOCC4)cc23)cc1	/	6%	6	7%	46%[activator]	-7%	12%	3%	/	2%	?
COc1ccc2[nH]c(O)c(N=O)c2c1	/	-4%	-4	-2%	9%	-2%	?	2%	5	7%	-6%
CC(=O)Nc1ccc(S(=O)(=O)Nc2nc3ccc([N+](=O)[O-])cc3s2)cc1	4%	?	23	2%	9%	-9%	?	0%	0	3%	?
CCOC(=O)c1c2n(c3c(NCc4ccccc4)ncnc13)CCCC2	11%	-1%	-12	0%	-1%	2%	11%	1%	14	12%	-5%
O=C(c1ccc(Cn2cc([N+](=O)[O-])cn2)o1)N1CCCCCC1	-5%	2%	-34	4%	1%	1%	12%	2%	26	9%	?
O=c1cc(N2CCCCC2)c(-c2ccccc2)nn1Cc1cccc(F)c1	8%	3%	-13	11%	-7%	3%	-7%	2%	/	-11%	-16%
COc1cc(/C=C/C(=O)OCC(=O)Nc2ccc(C)c(S(=O)(=O)N3CCCCC3)c2)ccc1O	1%	-12%	-15	0%	45%	2%	/	-11%	2	4%	14%
Cc1cccc2cc(C#N)c(NCCNC(=O)COc3ccccc3)nc12	0%	8%	-3	3%	/	18%	?	-3%	16	-10%	-10%
CCOC(=O)c1ccc(Oc2coc3cc(O)ccc3c2=O)cc1	/	-11%	-1	21%	100%[activator]	/	-2%	-1%	2	2%	2%
Nc1c(C(=O)Nc2ccccc2)sc2nc(-c3cccnc3)ccc12	-2%	?	8	17%	/	11µM*	?	8%	/	-1%	/
O=C(CSc1nnc(-c2ccco2)o1)N1CCN(c2ccccc2)CC1	4%	1%	-6	-1%	-2%	-5%	-8%	-1%	4	-3%	-14%
O=S(=O)(NCc1ccc2c(c1)OCO2)c1cccc2nsnc12	-1%	4%	7	5%	1%	0%	?	11%	5	-7%	/
CN1CCN(C(=O)c2c(O)c3cccc4c3n(c2=O)CCC4)CC1	3%	3%	/	-2%	-1%	-15%	-14%	0%	0	4%	4%
COc1ccc(C(=O)N2CCc3ccccc32)cc1S(=O)(=O)N1CCOCC1	/	1%	-1	1%	2%	/	/	2%	25	1%	/
COc1ccccc1NC(=O)COC(=O)[C@@H]1CCCN1C(=O)c1cccs1	-1%	-30%	-2	1%	2%	1%	2%	0%	3	-3%	/
O=C(Nc1ccc(OCC(=O)N2CCOCC2)cc1)c1ccccc1F	1%	-2%	8	-5%	-2%	1%	-1%	4%	-1	4%	-6%
COc1ccc2cc(C[C@@H]3CC[C@@H](CNC(N)=O)O3)ccc2c1	/	?	6	/	3%	/	/	0%	5	2%	/
O=[N+]([O-])c1cccc(S(=O)(=O)N2CCN(S(=O)(=O)N3CCCCCC3)CC2)c1	-5%	1%	-3	-2%	-1%	-7%	-1%	-1%	3	-8%	?
CC(C)NC(=O)C(=O)NNC(=O)CCc1ccccc1	0%	?	13	-2%	-1%	0%	-12%	0%	-11	-5%	25%
CCOC(=O)C1=C(C)Nc2ncnn2C1c1ccc(N(C)C)cc1 (stereo unspecified)	3%	0%	-5	0%	92%&112%[activator]	-14%	2%	-2%	-5&-12	10%	3%
CC(OC(=O)Cn1[nH]c(=O)c2ccccc2c1=O)C(=O)Nc1ccc(F)cc1 (stereo unspecified)	/	-12%	-8	0%	-3%	/	/	1%	-20	-4%	/
COc1cc(OC)cc(C(=O)Nc2ccc(S(=O)(=O)N3CCOCC3)cc2)c1	-3%	1%	-18	3%	0%	0%	0%	-1%	10	-9%	0%
N#CC1=C(N)C(C#N)(C#N)C(c2cccnc2)C2CC(c3ccccc3)CC=C12 (stereo unspecified)	-1%	?	-25	-9%	47%[activator]	8%	17%	0%	6	-1%	8%
O=C(COC(=O)C1CCC(N2C(=O)C3C4CCC(C4)C3C2=O)CC1)c1ccc(F)cc1 (stereo unspecified)	0%	1%	-17	-7%	-28%	-5%	-1%	-3%	7	-21%	-1%
CC1CCN(Cc2nnnn2CCCC(=O)NC(c2ccccn2)C(F)(F)F)CC1 (stereo unspecified)	-6%	2%	9	2%	/	-4%	-2%	0%	-6	-1%	/
COC(=O)c1ccc(NC(=O)Cc2ccc(F)cc2)cc1	-1%	0%	-2	-2%	-1%	7%	-3%	1%	7	3%	?
CC(NCCOCCOc1ccccc1)c1ccccc1 (stereo unspecified)	/	1%	13	-3%	6%	-2%	-2%	2%	0	-1%	2%
O=C(Oc1ccc(Cl)cc1)c1ccc(COC(=O)c2cnccn2)cc1	0%	?	-11	3%	2%	0%	-4%	2%	-1	6%	4%
CC(=O)Nc1ccc(SCC(=O)c2cc(C)ccc2C)cc1	-1%	-11%	19	10%	-21%	1%	-1%	0%	-6	10%	3%
NC(=O)COC(=O)CC(NC(N)=O)c1ccc(Cl)cc1 (stereo unspecified)	/	3%	7	0%	3%	-1%	2%	0%	-9	5%	-2%
c1csc(-c2noc(CN3CCN4CCCC4C3)n2)c1 (stereo unspecified)	10%	-1%	0	-2%	3%	7%	-1%	-3%	0	1%	-1%
COc1ccc(-c2nnn(CC(=O)N(c3cccc(O)c3)C(C)C(=O)NC3CCCC3)n2)cc1OC (stereo unspecified)	0%	1%	5	6%	1%	-1%	-10%	8%	-2	8%	5%
